human PMI inhibitors = MPI inhibition at elevated mannose 6-phosphate – biochemical, fluorescence intensity, high mannose 6-phosphate, primary screen (AID 1220). inhibition, % at 20 µM, or IC50 in µM where a hit was titrated. 190,000 compounds, 0.66% hits. recombinant PMI enzyme, coupled fluorescence intensity; higher % means a stronger effect
K1F lysis inhibition = inhibition of K1F phage lysis, E. coli UTI89, bacterial capsule biogenesis inhibitors, alamar blue (AID 488966); one-dose inhibition, % at 100 µM; IC50 in µM for titrated hits; E. coli UTI89 K1F phage lysis, alamar blue, 2 h; higher % means a stronger effect; 340,000 compounds, 0.02% hits;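 active = phage lysis inhibition, versus mean bacterial control, above a set limit; inconclusive = no clear call, values can overlap the other calls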;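 note: capsule biogenesis inhibitors block K1F phage lysis so surviving cells raise fluorescence; higher fluorescence means more inhibition of phage lysis; actives were called in the ten point dose series up to 300 µM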
TNAP activators = human TNAP enzyme activators, primary screen, biochemical, luminescent, no phosphate acceptor, uHTS (AID 1001); purified TNAP, luminescent activation assay, no phosphate acceptor; higher activation fold means a stronger effect; one-dose activation fold at 20 µM; EC50 in µM for titrated hits; 200,000 compounds, 0.03% hits; in the data active = activation fold from about 3, or a potency from the dose series; inactive = the rest, 99 in 100 with activation fold below about 1.6; note: many of its hits are not listed in these tables
Myeloid diff MLP = compounds promoting myeloid differentiation; ER-HoxA9 myeloid progenitors, lysozyme-GFP differentiation, flow cytometry; calls only at 10 µM; 360,000 compounds, 1% hits;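 active = normalized GFP-positive differentiation at or above the plate's own cutoff, the solvent-only control mean plus 3 SD; inconclusive = no clear call, values can overlap the other calls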;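 note: cells exposed to compound for four days before flow analysis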
human PMI inhibition = inhibitors of human PMI, primary screen, biochemical, fluorescence intensity, coupled assay (AID 1209) | purified PMI enzyme, coupled fluorescence intensity; higher % means a stronger effect | one-dose inhibition, % at 20 µM; IC50 in µM for titrated hits | 190,000 compounds, 0.42% hits;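 note: plate controls were DMSO vehicle for no effect and wells lacking substrate for full effect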
WT yeast gro inh = growth inhibition of WT yeast, mitochondrial fusion screen | mitochondrial fusion phenotypic screen, WT strain | inhibition, % at 10 µM | 190,000 compounds, 2.1% hits; in the data active = inhibition above about 58%; tested in S. cerevisiae
P. falciparum M1AAP = malaria alanyl aminopeptidase activity blockers – biochemical, fluorogenic H-Leu-NHMec substrate, 1536-well (AID 1445); 220,000 compounds, 0.42% hits; recombinant M1AAP, H-Leu-NHMec fluorogenic kinetic assay; higher % means a stronger effect; inhibition, % at 30 µM, or IC50 in µM where a hit was titrated;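 active = primary inhibition above the hit cutoff, then over 50% inhibition at one or more dose response concentrations, cut at about 23% in these data, passing the limit was not always enough; inconclusive = conflicting primary data, or primary hits not chosen for dose response; inactive = low primary inhibition, or under 50% at every dose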;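 note: plate controls were DMSO full reaction for no effect and no enzyme background for full effect; strong numbers were not always called active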
ER stress rescue = rescue of cells from ER stress-induced death, primary screen, 384-well, CSM14.1, thapsigargin, ATP luminescence (AID 1222) | CSM14.1 thapsigargin-induced death rescue, ATP luminescence; higher % means a stronger effect | one-dose cellular ATP content (survival), % at 20 µM; EC50 in µM for titrated hits | 190,000 tested, under 10 active;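 active = EC50 below 50 µM in the dose-response confirmation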;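 note: death triggered by thapsigargin at about 15 µM added after 2 h compound pretreatment; cell ATP read after overnight thapsigargin exposure of roughly 18 to 22 hours; normalized against plate controls of thapsigargin alone and 5% DMSO vehicle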
Hep lipid drop = hepatic lipid droplet formation modulation | AML12 mouse hepatocytes, oleate lipid droplets, BODIPY imaging | inhibition, % at 6.5 µM | 240,000 compounds, 0.4% hits | AID 1656;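 active = lipid droplet intensity inhibited by at least 50%, with more than 500 cells counted; inconclusive = wells with under 300 cells, treated as cytotoxic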
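Material – mouse AML12 hepatocyte cell line, fixed after treatment · Compound dosing – one dose, 6.5 µM compound · Times – compound with oleate, overnight · Measured by – Image-based BODIPY and DAPI two-channel analysis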
WT yeast gro inh mutant strain = also measured in WT yeast gro inh; calls as there; inhibition, %; mitochondrial fusion phenotypic screen, mutant strain inhibition
Hep lipid drop cells 6.5 µM = further read-out of Hep lipid drop, marked with its call; cell count; measured here: cell count, cytotoxicity flag;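 cells counted across two imaged fields per well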
Myeloid diff MLP GFP+ MAC1+ % = further read-out of Myeloid diff MLP, marked with its call; GFP+ MAC1+ double positive, %; measured here: differentiation confirmed by MAC1 staining
The depositor's hits bear a star; i = inactive; u = inconclusive; x = no result given; + = active, no number; [ ] = another dose, or the depositor's remark. Cut-off read from the data, not from the text of the source, unless noted: active = inhibition above about 50%; inactive = the rest.

SMILES	human PMI inhibitors	K1F lysis inhibition	TNAP activators	Myeloid diff MLP	Myeloid diff MLP GFP+ MAC1+ %	human PMI inhibition	WT yeast gro inh	WT yeast gro inh mutant strain	P. falciparum M1AAP	ER stress rescue	Hep lipid drop	Hep lipid drop cells 6.5 µM
CCCCOc1ccccc1NC(=O)c1ccc(=O)[nH]c1	9.4%	0.2%	1.1	i	0.9	13.5%	12.7	5.0	4.7%	-2.8%	u	x
CC(C)C/C=C1\CCc2c([nH]c3ccccc23)C1=O	22.0%	-0.2%	1.1	i	0.1	13.6%	-3.8	-5.2	0.7%	0.1%	-5.1	747
CCOC(=O)NC(=O)c1cn(Nc2ncc(Cl)cc2C(F)(F)F)c(=O)[nH]c1=O	x	0.8%	x	i	0.4	x	x	x	7.8%	x	3.8	721
O=C(/C=C/c1ccccc1)N1CCN(S(=O)(=O)c2ccc(F)cc2)CC1	0.3%	0.6%	1	i	0.3	-20.8%	-0.1	3.7	2.5%	-4.9%	-1.5	690
CCO[C@H]1OC(C(=O)N2CCN(Cc3ccc4c(c3)OCO4)CC2)=C[C@@H](C(C)(C)C)[C@@H]1CCCO	-3.6%	1.4%	1	i	1.8	2.1%	1.6	-3.7	-1.1%	0.7%	-44.6	673
Cc1noc2ncnc(Oc3ccc4ccccc4c3)c12	-5.9%	0.1%	1.1	i	1.3	-7.0%	-5.5	-11.0	6.0%	-2.3%	x	x
FC(F)(F)c1cccc(-c2ccn3ncnc3n2)c1	-2.1%	0.5%	1	i	0.5	-6.7%	1.8	12.8	6.4%	-1.0%	-1.0	721
COc1ccc(-c2nnc(Nc3nc4c(OC)cccc4s3)o2)c(OC)c1	-8.7%	7.7%	1.1	i	10.0	-2.6%	6.4	-17.0	-14.5%	-1.2%	-8.7	665
COc1ccc(CN2C(=O)CS/C2=N/N=C/c2cccs2)cc1	x	-0.2%	x	i	0.5	x	x	x	9.4%	x	31.0	722
CN1/C(=N\O)c2cccc3cccc1c23	42.5%	-0.3%	1.1	i	0.9	5.7%	19.7	23.0	5.0%	3.5%	x	x
O=C(NCc1ccccc1)c1onc(CSc2ccc(Cl)cc2)c1C(=O)NCc1ccccc1	x	0.6%	x	i	1.9	x	x	x	5.8%	x	8.8	691
OCCN1CCN(C(=S)Nc2ccc(Oc3ccccc3)cc2)CC1	-8.4%	-0.1%	1.1	i	0.1	-2.3%	-1.3	6.7	-0.1%	0.5%	11.4	619
COc1ccc(CCNS(=O)(=O)c2ccc(C3CNC(=O)C3)cc2)cc1OC (stereo unspecified)	-2.7%	0.5%	1.1	i	4.2	-11.1%	-2.0	-7.7	-0.3%	-2.7%	-0.1	724
C/C(=N\N=C(/N)SC1CC(=O)N(c2ccc(Cl)cc2)C1=O)c1cccs1 (stereo unspecified)	16.2%	-0.3%	1	i	7.5	11.9%	59.5*	45.7*	6.4%	-2.8%	-0.5	698
Cc1ccc(N2CC(C(=O)NCc3cccnc3)CC2=O)cc1 (stereo unspecified)	0.0%	0.0%	1.1	i	1.7	7.0%	14.1	4.4	2.4%	-0.9%	1.0	774
CCOC(=O)c1c(C2COc3ccccc3O2)csc1NC(=O)c1ccccc1 (stereo unspecified)	12.1%	0.6%	1.1	i	2.3	15.6%	10.7	18.3	2.3%	1.3%	5.6	813
CCN(CC)CCCNC(=O)c1[nH]c(C)c(C(=O)NC2CCCCC2)c1C	9.1%	-0.1%	1.1	i	0.3	8.3%	-6.8	-20.1	13.7%	-0.5%	1.7	785
COc1ccccc1CC(=O)Nc1ccc2c(c1)C(=O)NC2=O	-7.3%	0.2%	1	i	0.9	-7.6%	-16.0	12.0	8.6%	-1.5%	15.7	761
CC(C)(C)N1CCC1CN (stereo unspecified)	x	0.1%	x	i	0.3	x	x	x	-0.2%	x	14.5	676
COc1ccc(-n2c(C)cc(/C=C3\C(=O)NN(c4ccccc4)C3=O)c2C)cc1	8.0%	2.6%[50 µM]	1	i	2.1	10.2%	-3.7	10.8	3.9%	-1.2%	-5.6	682
COC(=O)c1ccc(Cn2nc(C)c([N+](=O)[O-])c2C)o1	5.1%	0.0%	1	i	0.4	14.0%	-12.1	-32.2	0.9%	0.8%	0.2	747
Cn1c(=O)[nH]c(=O)c2c1nc(N1CCCCCC1)n2CCSc1nc2ccccc2o1	11.7%	-1.8%	1	i	3.1	7.6%	11.3	6.3	3.5%	-2.2%	20.0	710
O=C(COC(=O)/C=C/c1ccccc1Cl)NCc1ccco1	-10.6%	2.6%	1.1	i	1.3	-6.4%	-3.6	1.3	-4.7%	-0.7%	4.6	626
CC(C)C(NC(=O)c1ccc(F)cc1)C(=O)OCC(=O)N1CC(=O)Nc2ccccc21 (stereo unspecified)	1.1%	1.0%[50 µM]	1	i	1.2	-1.2%	1.8	-0.5	1.4%	-2.7%	24.4	632
CCOC(=O)C1=C(C)NC2=C(C(=O)CC(C)(C)C2)C1c1cccc(C)n1 (stereo unspecified)	5.1%	0.2%	1.1	i	1.8	-2.9%	21.6	-3.8	20.7%	0.3%	x	x
CNC(=O)COC(=O)/C=C/c1ccco1	-11.0%	0.2%	1.1	i	0.5	-15.6%	6.9	-7.4	0.9%	-1.2%	6.2	717
Fc1ccc(C2CC(c3ccco3)=NN2c2ccccc2)cc1 (stereo unspecified)	-50.0%	0.0%	1.2	i	0.0	-9.8%	19.3	-18.9	15.9%	-2.1%	x	x
O=S(=O)(c1ccc(OCC(O)CNC23CC4CC(CC(C4)C2)C3)c(Cl)c1)N1CCOCC1 (stereo unspecified)	0.6%	1.0%	1.1	i	1.0	0.1%	-4.9	-3.7	4.6%	-1.6%	-5.1	637
CC1CCCN(C(=O)c2cc3c(-c4ccc(Cl)cc4)nn(C)c3s2)C1 (stereo unspecified)	-2.8%	0.5%	1.1	+	4.5*	-9.3%	3.4	-6.7	6.3%	-0.5%	-2.8	710
COc1ccc(CN2CCOCCOCCOCCOCC2)cc1	x	-0.2%	x	i	0.1	x	x	x	-1.2%	x	1.4	727

Looked up above.
Under Myeloid diff MLP GFP+ MAC1+ %, O=C(COC(=O)/C=C/c1ccccc1Cl)NCc1ccco1 reads 1.3
Under TNAP activators, CNC(=O)COC(=O)/C=C/c1ccco1 reads 1.1

(listing goes on)
SMILES	human PMI inhibitors	K1F lysis inhibition	TNAP activators	Myeloid diff MLP	Myeloid diff MLP GFP+ MAC1+ %	human PMI inhibition	WT yeast gro inh	WT yeast gro inh mutant strain	P. falciparum M1AAP	ER stress rescue	Hep lipid drop	Hep lipid drop cells 6.5 µM
CC(C)CCN1CCN(Cc2cn[nH]c2C2CCCCC2)CC1CCO (stereo unspecified)	1.1%	0.3%	1	i	0.2	4.1%	-15.6	-1.5	3.4%	-0.5%	8.1	681
CC1CCN(C(=O)Oc2ccccc2)CC1	8.1%	0.3%	1.1	i	0.5	9.2%	4.4	0.2	1.1%	4.5%	4.2	650
Cc1sc2ncnc(Sc3ccccc3C(=O)Nc3ccc(Br)cc3)c2c1C	-10.3%	-0.6%	1.1	i	1.1	-2.2%	28.5	0.2	6.2%	-0.6%	-6.9	676
NC(=O)c1ccccc1NC(=O)Nc1cccc(Cl)c1	23.1%	4.3%	1.1	i	7.5	16.4%	7.9	21.9	7.7%	-2.3%	2.3	714
O=C(COc1ccccc1)Nn1cnc2ccccc21	-2.4%	0.0%	1	i	7.4	4.8%	-14.1	-2.5	1.1%	0.4%	x	x
Cc1ccc(S(=O)(=O)Oc2cccc(/C=N/n3cnnc3)c2)cc1	13.1%	2.0%[50 µM]	1.1	i	0.1	-2.5%	2.3	13.5	-11.0%	6.6%	-24.0	635
CC(C)OCCCn1c(-c2ccc(Br)cc2)c[nH]c1=S	-20.1%	0.0%	0.7	i	0.2	-10.5%	31.6	35.6	5.2%	x	7.0	701
CC1(C)Cc2c(sc3c2c(=O)n(-c2ccc(Cl)cc2)c(=O)n3CC(N)=O)CO1	x	-2.8%	x	i	0.8	x	x	x	1.3%	x	-3.8	725
CC(C)N(C(=O)C(=O)c1cccn1-c1ccccc1C#N)C(C)C	15.2%	3.8%	1	i	0.8	14.0%	41.6	47.2	13.2%	1.0%	-3.4	772
O=C1CCCc2ccccc2N1Cc1ccccc1	17.9%	0.2%	1.1	i	0.3	12.0%	-14.9	1.4	0.2%	0.4%	-16.8	700
Cc1cc(N)n2nc(C(F)(F)F)nc2n1	7.2%	0.2%	1.1	i	0.4	7.1%	-11.7	13.4	7.3%	-0.9%	5.5	693
CCc1nnc(NC(=O)c2cc(S(=O)(=O)N3CCN(c4ccccc4)CC3)ccc2Cl)s1	2.9%	-2.5%	1	i	0.4	7.1%	28.3	-1.4	u	-1.4%	x	x
CSc1nnc(-c2ccc(C(F)(F)F)nc2C)o1	x	1.4%	x	i	0.1	x	x	x	-4.6%	x	3.0	720
OCCC1CN(C2CSCCSC2)CCN1Cc1ccccc1 (stereo unspecified)	12.3%	0.3%	1.1	i	0.1	12.4%	8.9	-3.5	-10.7%	-0.7%	15.2	671
Oc1ccc2oc3c(c2c1)CCCC3	4.4%	-0.7%	1.1	i	0.4	17.8%	7.8	-13.9	-0.3%	0.2%	x	x
O=C(c1ccc(Cl)cc1)C1C2C(=O)N(c3ccccc3)C(=O)C2C2CCCN21 (stereo unspecified)	-104.8%	0.3%	1	i	0.8	-63.2%	15.8	5.7	-1.1%	-1.7%	x	x
CC(=O)OC(C(=O)N1CCN(c2ccccc2F)CC1)c1ccccc1 (stereo unspecified)	-3.8%	0.7%	1.1	i	1.1	-6.4%	-8.8	11.2	-1.4%	-0.8%	x	x
CS(=O)(=O)c1cccc(NC(=O)C2CC2)c1	-8.5%	-0.1%	1.1	i	0.1	-5.6%	-3.2	16.3	8.5%	2.1%	5.9	609
O=C(Nc1nnc(Cc2ccccc2)s1)c1cnccn1	0.2%	-1.9%	1	i	0.9	4.8%	0.7	3.4	14.4%	-1.9%	-8.4	616
CC1(C)CC(=O)C=C(NNC(=O)C2CCCCC2)C1	-7.9%	0.5%	1.1	i	1.6	-8.6%	-28.0	9.3	-1.9%	-1.2%	-6.4	740
NC(=O)c1ccc[n+](Cc2ccccc2)c1	14.9%	2.0%[50 µM]	1.1	i	1.2	6.8%	0.2	2.6	-2.5%	1.8%	10.3	673
COc1ccc(/C(C)=N/NC(=O)c2ccc(N(C)C)cc2)cc1	1.3%	0.8%	1.1	i	0.5	6.7%	-6.2	-0.8	9.9%	-1.3%	x	x

Bioassay records: PubChem, several laboratories
